# Screening data: PubChem BioAssay, several laboratories
# Granule exo inh: blocks lytic granule exocytosis. TALL-104 LAMP-1 surface exposure, flow cytometry; cells stimulated with thapsigargin and PMA. inhibition, % at 10 µM. 360,000 tested, 0.66% active. AID 651702;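 active = inhibition above about 55%, limit read from the data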
# Glyco luc inh: N-linked glycosylation inhibition; D54 ERlucT glycosylation luciferase reporter, 24 h; percent of 100 nM tunicamycin response; reporter increase, % at 12.5 µM; 360,000 tested, 0.23% active; AID 588692;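 active = mean luciferase reporter signal, scaled so untreated is 0 and the glycosylation-blocking control 100, at or above a set limit in every replicate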;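 also: luciferase carries N-glycosylation sites so blocking glycosylation raises the light; 0% = median of neutral control wells and 100% = median of 100 nM tunicamycin wells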
# ABHD5-PLIN5 inh: inhibitors of human ABHD5-perilipin-5 interaction; inhibition, % at 4 µM; Split G. princeps luciferase complementation, luminescence, 4 h; 360,000 tested, 0.78% active;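 active = inhibition above the mean inhibition across every tested compound plus 3 SD, cut at about 22% in these data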;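 also: 0% = DMSO only wells and the 100% control is not disclosed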
# Target sequence (Q00G26 whole entry, looked up): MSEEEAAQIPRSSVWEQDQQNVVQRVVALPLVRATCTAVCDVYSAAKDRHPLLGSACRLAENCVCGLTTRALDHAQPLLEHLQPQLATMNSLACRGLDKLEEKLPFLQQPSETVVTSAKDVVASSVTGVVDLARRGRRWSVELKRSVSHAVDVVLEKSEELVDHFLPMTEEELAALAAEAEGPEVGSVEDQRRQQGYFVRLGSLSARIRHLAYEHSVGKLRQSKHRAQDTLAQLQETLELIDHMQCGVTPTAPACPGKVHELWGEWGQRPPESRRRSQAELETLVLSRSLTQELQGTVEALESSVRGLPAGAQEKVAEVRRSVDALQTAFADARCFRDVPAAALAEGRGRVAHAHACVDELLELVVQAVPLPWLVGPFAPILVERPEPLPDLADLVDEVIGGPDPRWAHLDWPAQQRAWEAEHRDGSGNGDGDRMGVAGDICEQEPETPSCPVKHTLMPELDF
# Target sequence (Q8WTS1 whole entry, looked up): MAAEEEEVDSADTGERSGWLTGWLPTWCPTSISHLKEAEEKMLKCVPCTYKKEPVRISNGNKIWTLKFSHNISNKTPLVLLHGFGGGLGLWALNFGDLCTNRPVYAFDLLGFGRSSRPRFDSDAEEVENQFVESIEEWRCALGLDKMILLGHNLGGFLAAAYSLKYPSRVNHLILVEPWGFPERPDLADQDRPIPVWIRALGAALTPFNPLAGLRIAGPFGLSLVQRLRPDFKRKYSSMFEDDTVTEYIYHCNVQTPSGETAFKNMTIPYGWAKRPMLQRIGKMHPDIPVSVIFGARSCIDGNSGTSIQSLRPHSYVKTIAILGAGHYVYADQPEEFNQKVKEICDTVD
# Cardio protect: modulators protecting cardiomyocytes from myocardial damage; protection from H2O2 cell death, % at 20 µM; 360,000 tested, 0.63% active; H9c2 cardiomyocytes, H2O2 injury protection, ATPLite, 2 h;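 active = compounds giving at least 50% protection of heart cells from peroxide-induced death in the single-dose screen, raw or plate-pattern-corrected value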;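 also: 0% = DMSO wells with peroxide and 100% = DMSO wells without peroxide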
# HTR2A ag: activates the mouse 5-HT2A serotonin receptor; P35363; CHO-K1 mHTR2A beta-arrestin complementation, luminescence; percent of 30 µM serotonin response; activation, % at 7.6 µM; 360,000 tested, 0.66% active;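 active = activation above a run cutoff, the mean activation of all tested compounds plus 3 SD, cut at about 14% in these data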;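 also: 0% = plate median of compound wells and 100% = 30 µM serotonin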
# MC4R antagonist: blocks human MC4R cAMP signaling | MC4R-expressing cells, MTII-stimulated cAMP, LANCE TR-FRET | P32245 | inhibition, % at 6.5 µM | AID 540295 | 360,000 tested, 0.48% active;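 active = inhibition above its plate's cutoff, the mean of tested wells on that plate plus 3 SD, cut at about 29% in these data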;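 also: 0% = Melanotan II alone and 100% = Melanotan II plus saturating MCL0020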
#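 System: U2OS-MC4R stable cell line; Technique: Eu-cAMP/anti-cAMP TR-FRET, emission 671 nm; Repeats: single well per compound; Also added: Melanotan II; Dosing: one concentration, 6.5 µM nominal; Schedule: 30-min compound, 1-h challenge, 1-h detection, room temperature.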
# MC4R barr agon: human MC4R agonism via beta-arrestin | activation, % at 8.9 µM | U2OS MC4R beta-arrestin complementation, luminescence; percent of melanotan II response, DMSO zero | AID 540308 | 360,000 tested, 0.98% active | P32245;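 active = activation above a per-plate cutoff, the mean activation of sample wells on that plate plus 3 SD, cut at about 8% in these data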
# CaV13 ICDI inh: Disruptors of the CACNA1D IQ motif to Ca2+-dependent inactivation inhibitor domain association, primary screening, Förster resonance energy transfer in intact living …. 340,000 tested, 0.098% active. AID 743397. HEK cells, CFP/YFP FRET ICDI-IQ, plate reader, 10 min; percent FRET-ratio fall versus neutral wells. inhibition, % at 12.3 µM;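 active = mean replicate inhibition of at least 30% and at least 1% of replicates passing that level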;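 also: 0% = median of the neutral control wells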
# PDI inh: inhibitors of human protein disulfide isomerase; 350,000 tested, 0.052% active; PDI insulin aggregation turbidity, A650, 90 min; inhibition, % at 10 µM; P07237; AID 588391;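 active = mean inhibition across replicates of 30% or more, whatever share of single replicates reach that level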;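 also: absorbance from insulin aggregation driven by PDI reduction with DTT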
# ABCB6 inh 2: inhibitors of human ABC transporter ABCB6 | K562-ABCB6 porphyrin accumulation, flow cytometry, 1 h; hits give low values | Q9NP58 | fluorescence ratio to DMSO, % at 10 µM | 360,000 tested, 0.19% active;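 active = fluorescence ratio to DMSO below 75%, the collection mean minus 3 SD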;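 also: signal is porphyrin accumulated inside mitochondria; 100% equals median channel fluorescence of DMSO control wells; lower ratio means ABCB6 inhibition with less porphyrin fluorescence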
# * = called active by the depositor; / = not tested or not shown.
# The first 3 compounds, to show the layout:
molecule	Granule exo inh	Glyco luc inh	ABHD5-PLIN5 inh	Cardio protect	HTR2A ag	MC4R antagonist	MC4R barr agon	CaV13 ICDI inh	PDI inh	ABCB6 inh 2
O=[N+]([O-])c1cccc2c1ccc1ncccc12	5	-4	-4	12	-12	7	1.2	-2	-9	100
CC(C)C(O)(C(=O)NNc1ccccc1)C(C)C	-1	-1	-1	1	-2	3	0.5	-4	-8	97
COc1ccc2c([N+](=O)[O-])c(N3CCOCC3)[nH]c2c1	9	0	2	4	-1	0	-1.3	-4	0	83

# The whole of this part, previewed entries included:
molecule	Granule exo inh	Glyco luc inh	ABHD5-PLIN5 inh	Cardio protect	HTR2A ag	MC4R antagonist	MC4R barr agon	CaV13 ICDI inh	PDI inh	ABCB6 inh 2
O=[N+]([O-])c1cccc2c1ccc1ncccc12	5	-4	-4	12	-12	7	1.2	-2	-9	100
CC(C)C(O)(C(=O)NNc1ccccc1)C(C)C	-1	-1	-1	1	-2	3	0.5	-4	-8	97
COc1ccc2c([N+](=O)[O-])c(N3CCOCC3)[nH]c2c1	9	0	2	4	-1	0	-1.3	-4	0	83
COc1ccccc1CN1CCCC(N2CCN(c3ccc(F)cc3)CC2)C1 (centres undefined)	24	-1	-2	11	-3	-2	-1.1	-21	5	97
O=C(CCCn1c(=O)[nH]c2cc(Cl)ccc2c1=O)NCC1CCCO1 (centres undefined)	1	0	-2	3	4	2	-1.6	-4	-1	97
COc1ccc(Nc2nccc3c2nnn3C)cc1	2	-6	-3	3	-1	3	0.0	-4	-8	78
Cc1ccc(NS(=O)(=O)c2cc(C(=O)N3CCCC3)ccc2C)cc1C	-1	-2	2	11	-1	1	-0.9	-2	9	97
COc1cc(/C=C2/C(=O)CNC2=O)ccc1O	0	1	0	-7	-1	-11	-1.8	-4	13	105
NC(=O)c1cc(Sc2ccccc2)nc2ccccc12	13	-8	3	-2	-5	-4	-0.8	-7	-6	94
Cc1ccc2[nH]c(C(=O)N3CCN(C(c4ccccc4)c4ccccc4)CC3)cc2c1	-11	-10	-5	-9	-1	16	-0.6	-19	2	92
CCC1CCc2c(n(C)c3ccccc3c2=O)O1 (centres undefined)	-5	3	4	2	-1	2	-2.9	-5	-3	100
COc1cc(NC(=O)c2cnc(NCc3ccccc3)nc2C)cc(OC)c1OC	8	1	-5	-4	0	14	-0.9	-4	-4	93
Cc1ccc(NS(=O)(=O)c2ccc(C(=O)OCC(=O)N3CCCCC3)cc2)cc1	-5	-1	0	-14	2	1	1.8	-17	-3	99
O=C(c1cc2c(=O)oc3ccccc3c2s1)N1CCOCC1	0	1	4	4	6	6	1.2	-2	-6	140
CCn1nnc(C(=O)O)c1C(=O)O	-1	1	2	3	-8	2	-0.5	-6	-14	104
CC(=O)/C=C1\OCc2ccccc21	9	/	4	/	1	/	/	-10	/	/
O=C(COC(=O)c1ccc(=O)n(Cc2ccccc2)n1)Nc1ccc2c(c1)OCCO2	-2	2	3	3	8	10	-0.5	-3	-2	95
CSc1nc2cc(F)c(F)cc2n1C	1	-2	3	6	0	14	-1.5	-5	-4	101
CCOC(=O)c1ccccc1CN1C(=O)c2ccccc2S1(=O)=O	5	-5	-1	-1	-3	2	0.0	-10	2	99
Cc1ccc(CNC(=O)CN2c3cccc4cccc(c34)S2(=O)=O)cc1	6	1	-7	6	5	-1	-0.6	-6	3	101
CCOC(=O)Cc1csc(NC(NC(=O)CC)(C(F)(F)F)C(F)(F)F)n1	3	-1	-2	-1	-4	3	-1.5	-7	-6	82
CCn1c(SCC(=O)NC2CC2)nnc1-c1cccs1	-3	0	3	8	5	13	-3.1	-2	-9	100
O=C(CNC1CCCCC1)Nc1ccc(S(=O)(=O)N2CCCCC2)cc1	78*	-7	-1	-7	-5	14	2.1	-3	-1	101
CCOC(=O)c1sc(N)c(C#N)c1CSc1nc2ccc(OCC)cc2[nH]1	-1	1	0	7	4	4	-1.7	-5	9	96
COc1ccc(OC)c(CC(=O)NC(c2ccccc2)c2ccccc2)c1	35	-3	2	-11	5	0	0.8	-4	-5	95
NC(=O)c1cccc(N=Cc2cc(Cl)cc(Cl)c2O)c1	7	0	6	48	4	16	-2.5	-6	8	100
CCCCCCCC(=O)NC(Nc1ccc(S(N)(=O)=O)cc1)C(Cl)(Cl)Cl (centres undefined)	5	3	-11	-20	-3	3	-2.0	-5	-7	107
CCCCCOc1ccc(C(=O)OCC(=O)Nc2cc(C)on2)cc1	1	-1	-2	-7	4	0	-1.8	-6	-21	100
CCc1ccc(C(=O)CCC(=O)Nc2ccc(OC)c(S(=O)(=O)N3CCCCC3)c2)cc1	0	-3	-10	-2	-3	7	0.4	-3	-1	99
O=C(Cn1nc(-c2ccco2)ccc1=O)Nc1ccc(Br)cc1	-3	-1	-5	-6	-2	6	-3.9	-2	-5	106
C/C(=N/NC(=O)CNC(=O)c1ccccn1)c1ccc([N+](=O)[O-])cc1	-1	2	-5	2	2	11	-1.1	-5	-2	100
C=CCSc1nnc(CNC(=O)c2ccc(Cl)cc2)n1CC	0	0	-3	-2	-3	10	-1.8	2	5	97
Cc1ccc(NC(=S)NC2CCCC2)cc1C	-2	1	3	4	0	9	0.2	-2	7	105
COCCCn1c(=NC(=O)c2ccccc2)c(C#N)cc2c(=O)n3cccc(C)c3nc21	36	8	6	36	1	0	-1.3	4	0	93
CCOCCc1nnc(NC(=O)CS(=O)(=O)Cc2ccccc2)s1	32	0	1	6	-3	2	0.7	-4	-6	99
COc1ccc([C@H]2N[C@]3(CCCN(CC4CCCCC4)C3=O)[C@H]3C(=O)N(Cc4ccccc4)C(=O)[C@@H]23)cc1	-3	-1	-9	3	-3	10	0.8	-3	4	98
COC(=O)CN(n1cnnc1)S(=O)(=O)c1ccccc1	12	1	-2	3	-2	3	1.7	-8	1	105
Cc1ccc2cc3c(N)c4c(C)ccc(C)c4nc3nc2c1	4	25	1	5	0	3	-2.0	-3	8	133
O=C(O)C1CCCCC1C(=O)NCc1ccccc1 (centres undefined)	0	-1	-7	6	-3	2	-0.8	-4	1	98
O=C1NC[C@H](c2ccccc2)N(CC2CCCCC2)C1=O	9	5	3	1	-10	8	-0.9	-6	1	100
CC(OC(=O)c1ccc(O)cc1)C(=O)Nc1nc(-c2ccccc2)cs1 (centres undefined)	-2	-1	-6	-10	1	8	1.7	-19	-8	89
O=C1CSC(c2ccccc2)N1c1cccnc1 (centres undefined)	-4	4	3	-1	0	3	1.7	-4	-1	97
N#CCC(=O)Nc1ccc(C(=O)OCC(=O)Nc2cccc(C(F)(F)F)c2)cc1	-7	1	0	-19	-6	-1	-0.5	-4	-3	97
CCOC(=O)C1=C(C)Nc2nc3ccccc3n2C1c1cccs1 (centres undefined)	-1	0	-5	4	4	3	-2.5	-5	-19	102
C[C@@H]1C(=O)N(c2ccccc2)[C@@H]1c1ccncc1	-4	0	-1	-3	-3	1	2.8	-7	0	110
O=C(COC(=O)c1cccc(S(=O)(=O)N2CCc3ccccc32)c1)Nc1ncc(C(F)(F)F)cc1Cl	-7	0	9	5	7	-3	0.4	-6	-8	100
COc1ccc(C(=O)Nc2ccccc2C(=O)Nc2ccccc2C(=O)O)cc1	20	-1	1	-16	5	4	1.2	-17	-161	99
Cc1cc(SCC(=O)NC2(C#N)CCCCC2)nc2c(C)cccc12	1	-2	6	-4	2	15	-1.2	-12	2	99
COc1ccccc1N1CC(C(=O)OC(C)C(=O)N2CCCc3ccccc32)CC1=O (centres undefined)	-3	-2	-1	5	3	0	-2.4	-6	5	91
c1ccc(Nc2ncnc3sccc23)cc1	10	-4	-1	-4	7	-1	0.7	-3	15	97
O=c1cc(CO)oc(CN2CCN(c3ccccc3)CC2)c1O	-1	1	-5	6	0	-2	-2.5	-3	-1	73*
CC(C)(C)c1ccc(CC(=O)N2CCC2(C)C(=O)N2CCCCC2)cc1 (centres undefined)	-2	-1	5	1	2	-3	0.2	-11	5	101
O=C(/C(N=Nc1cccc(C(F)(F)F)c1)=C(/O)c1cccs1)C(F)(F)F	8	1	1	-14	1	6	0.5	-20	3	95
CCN(CC)c1ncnc2sc(C(=O)N3CCN(c4ccc(OC)cc4)CC3)c(C)c12	-1	0	-1	4	1	-4	-1.9	/	-8	98
Cc1cccc(CNc2ccc(C(CC(N)=O)NC(=O)Cc3cccc4ccccc34)cc2[N+](=O)[O-])c1 (centres undefined)	-5	7	0	8	-3	12	2.0	-6	0	102
Cc1ccc(-c2nnc(-n3nnc4ccccc43)c3ccccc23)cc1	0	-5	1	-5	-3	2	-1.1	-4	10	94
C=CC[C@H](CC(=O)N(CCO)Cc1ccccc1)C(=O)N[C@H](COC(=O)[C@@H](CC=C)Cc1ccc(F)cc1)Cc1c[nH]c2ccccc12	22	-4	13	-4	-3	23	0.4	-6	-2	102
CCOC(=O)N1CCN(c2c(N3CCN(c4ccccc4F)CC3)c(=O)c2=O)CC1	-5	1	-4	9	-2	9	-0.9	2	2	98
CN(C)c1ccc(-c2nc3ccccc3c(=O)[nH]2)cc1	7	-22	11	-15	6	0	2.8	-7	1	93
COC(=O)c1[nH]c2ccc(C)cc2c1NC(=O)C(C)N1CCN(C2CCCCC2)CC1 (centres undefined)	0	-5	-2	-13	11	10	1.5	/	1	110

# (continued)
molecule	Granule exo inh	Glyco luc inh	ABHD5-PLIN5 inh	Cardio protect	HTR2A ag	MC4R antagonist	MC4R barr agon	CaV13 ICDI inh	PDI inh	ABCB6 inh 2
COCCNC(=O)c1c[nH]n2c(=O)cc(C3CCN(C(=O)OC(C)(C)C)CC3)nc12	1	0	-7	8	1	10	1.4	-7	4	94
C=CCn1c(SCC(=O)N2CCc3ccccc3C2)nnc1-c1ccncc1	0	-1	0	5	3	10	-0.9	-7	-4	91
O=C(NC1(C(F)(F)F)OCCO1)c1ccc(F)cc1	8	1	1	0	0	-2	-3.4	-2	3	100
C/C(=N\NC(=O)c1ccccc1O)C1C(=O)c2ccccc2C1=O	3	-1	-2	9	-3	17	-2.2	-4	3	106
CN(CC(=O)NCc1ccco1)S(=O)(=O)c1ccc2c(c1)c(=O)n(C)c(=O)n2C	2	1	2	3	3	8	0.8	-6	-3	93
Cc1cc(/C=N\NC(=O)COc2cccc3cccnc23)c(C)n1-c1ccc(Br)cc1	-3	-1	1	-7	-2	11	0.0	-5	-6	101
O=C(O)CCn1cc(-c2ccc(Cl)cc2)nc1-c1ccc(Cl)nc1	16	1	0	3	3	7	-0.4	-5	-4	99
Cc1ccc(CNC(=O)CCNS(=O)(=O)c2cccs2)cc1	3	0	0	3	-4	2	-1.3	-5	1	99
CCCS(=O)(=O)NCCc1cc2c(OC)ccc(OC)c2[nH]c1=O	-4	1	7	14	1	-2	-0.2	/	12	102
